PMI activator: phosphomannose isomerase (human) activation | P34949 | purified human PMI, coupled resazurin fluorescence, 20 min; active compounds read high; 1 = vehicle control, 0 substrate-free wells | activation factor at 20 µM | actives 0.005% (n = 190,000) | AID 1214;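 active = activation factor of 2 or more at 20 µM, relative to plate controls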
RAM inhibit: inhibitors of the yeast RAM network. S. cerevisiae dse1pr::URA3 reporter, 5-FOA growth OD615, 2 d; analog-sensitive cbk1-as2 kinase mutant strain. inhibition, % at 50 µM. actives 1.8% (n = 190,000);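 active = inhibition above a set limit, 3 SD over mean compound inhibition, cut at about 8.4% in these data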;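 note: 0% = DMSO-only wells with no growth and 100% = 10 µM 1-NA-PP1 full growth; inhibition rescues growth on 5-FOA so higher OD means more RAM inhibition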
G6PDH CS: inhibits Leuconostoc G6PDH, flagging false hits in G6PDH-based assays; Purified L. mesenteroides G6PDH, diaphorase/resazurin coupled fluorescence, 45 min; inhibition, % at 5 µM; actives 0.12% (n = 200,000)
L major viab: reduces viability of Leishmania major promastigotes. resazurin fluorescence viability. inhibition, % at 10 µM. actives 9% (n = 200,000);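 note: promastigotes grown with compound for 44 hours at 28 °C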
DTT redox prof: compounds producing H2O2 with reducing agent – biochemical, NIH compound library profiling, artefact control for MLSCN library redox annotation, primary screen. DTT-dependent redox cycling H2O2, phenol red/HRP absorbance; 100% = 100 µM peroxide control, 0% = buffer. AID 878. actives 0.03% (n = 200,000). activation, % at 10 µM;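 active = activation of at least 50% relative to the plate's high and low controls in the primary single-dose screen; inactive = activation below 50%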;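 note: compound incubated with DTT at 0.8 mM final as the reducing agent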
Diaphorase inh: diaphorase inhibition or chemical oxidation counter-screen; actives 0.69% (n = 190,000); diaphorase resazurin-to-resorufin fluorescence, NADH, 16 min; bacterial (C. kluyveri) enzyme, not human; AID 1217; inhibition, % at 20 µM;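 active = primary screen inhibition at 20 µM above a set limit, cut at about 50% in these data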;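 note: plate controls were DMSO with full reaction for no effect and wells lacking NADH for full effect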
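Assay system: diaphorase enzyme from Clostridium kluyveri. Quantity: enzyme working solution with 0.14 U/mL diaphorase. Schedule: reaction incubation of 16 min at room temperature. Technique: resorufin fluorescence, excitation 544 nm, emission 590 nm. Controls: No-NADH positive control and DMSO neutral control.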
PMI act hi M6P: increases human PMI activity with near-saturating mannose 6-phosphate; P34949; coupled PMI enzyme assay, resazurin fluorescence, 20 min; active compounds read high; 1 = untreated enzyme, 0 = substrate-free blank; activation factor at 20 µM; actives 0.34% (n = 190,000); AID 1216;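 active = activation factor of 2 or more at 20 µM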
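Test system: human PMI in coupled enzyme assay; Input: PMI at 15 ng/mL final; Medium: HEPES buffer, pH 7.4; Schedule: 20 min incubation at room temperature; Technique: resorufin fluorescence at Ex 544/Em 590 nm; Compound: 20 µM single dose; Probe or stimulus: Near-saturating mannose-6-phosphate, 1.0 mM.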
TLR4 MyD88 comp: blocks binding of human TLR4 to MyD88; actives 0.18% (n = 200,000); O00206+Q99836; inhibition, % at 8.4 µM; AID 861; HeLa CL3-4 TLR4/MyD88 BLA complementation, FRET ratio; in the data active = inhibition above about 25%;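 note: 0% = vehicle and 100% = reference inhibitor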
Target sequence (O00206 whole entry, looked up): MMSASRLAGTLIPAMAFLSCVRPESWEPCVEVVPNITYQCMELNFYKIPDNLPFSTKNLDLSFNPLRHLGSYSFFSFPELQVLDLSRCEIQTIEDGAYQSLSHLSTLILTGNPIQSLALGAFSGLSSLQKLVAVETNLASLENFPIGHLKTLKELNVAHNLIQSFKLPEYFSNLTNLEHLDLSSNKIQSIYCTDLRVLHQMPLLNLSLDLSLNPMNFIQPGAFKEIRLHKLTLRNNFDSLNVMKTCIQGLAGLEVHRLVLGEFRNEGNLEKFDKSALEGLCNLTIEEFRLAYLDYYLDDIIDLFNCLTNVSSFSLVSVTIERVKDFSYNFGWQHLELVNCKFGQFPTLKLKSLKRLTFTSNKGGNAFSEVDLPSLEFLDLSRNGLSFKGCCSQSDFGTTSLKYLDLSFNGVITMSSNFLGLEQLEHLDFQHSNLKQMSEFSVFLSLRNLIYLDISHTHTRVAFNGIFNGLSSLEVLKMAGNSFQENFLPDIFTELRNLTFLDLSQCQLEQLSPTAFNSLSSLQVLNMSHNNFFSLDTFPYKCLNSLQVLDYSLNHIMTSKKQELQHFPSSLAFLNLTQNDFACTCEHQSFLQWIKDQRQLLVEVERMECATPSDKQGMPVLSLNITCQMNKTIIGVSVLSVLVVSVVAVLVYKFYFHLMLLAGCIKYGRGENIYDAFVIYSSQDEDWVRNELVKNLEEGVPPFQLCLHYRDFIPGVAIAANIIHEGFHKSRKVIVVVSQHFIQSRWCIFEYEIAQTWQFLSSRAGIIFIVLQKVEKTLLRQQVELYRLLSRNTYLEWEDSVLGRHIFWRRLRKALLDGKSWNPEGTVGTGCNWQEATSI
Target sequence (Q99836 whole entry, looked up): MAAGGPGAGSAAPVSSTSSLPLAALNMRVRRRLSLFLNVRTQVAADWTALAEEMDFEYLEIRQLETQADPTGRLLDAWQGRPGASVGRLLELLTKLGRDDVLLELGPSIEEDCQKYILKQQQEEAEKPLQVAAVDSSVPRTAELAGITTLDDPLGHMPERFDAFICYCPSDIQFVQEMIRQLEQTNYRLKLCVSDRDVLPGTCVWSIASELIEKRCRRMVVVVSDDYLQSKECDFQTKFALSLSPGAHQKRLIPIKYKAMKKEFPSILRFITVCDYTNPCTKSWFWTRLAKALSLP
Hsp70 act: transcriptional activators of Hsp70. actives 0.04% (n = 200,000). AID 1203. activation, % at 10 µM. HeLa Hsp70 promoter luciferase reporter, luminescence; scaled: vehicle 0, proteasome-inhibitor control 100%;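 active = activation above the mean across all tested compounds plus 3 SD, cutoff set per campaign, cut at about 5.5% in these data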;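 note: 100% = MG132 at 30 µM as the positive control and 0% = DMSO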
Diaph act CS: diaphorase activation or chemical reduction counter-screen; Diaphorase/resazurin coupled assay, resorufin fluorescence, 16 min; active compounds read high; 1 = vehicle wells, 0 = NADH-free wells; activation factor at 20 µM; actives 0.005% (n = 190,000); AID 1229;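 active = diaphorase activity raised at least twofold by the compound at 20 µM; inactive = activation factor below 2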
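System – purified diaphorase enzyme from Clostridium kluyveri · Input – enzyme 0.07 U/mL final · Also added – final NADH 0.114 mM, resazurin 0.1 mM · Measured by – fluorescence of resorufin, 544 nm excitation, 590 nm emission · Timing – 16 min enzyme reaction, ambient temperature · Measure – resorufin increase flagging diaphorase activators or reducers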
S1P3 antag: blocks the human S1P3 receptor. Q99500. CHO S1P3 NFAT-BLA reporter, FRET fluorescence, antagonist mode. inhibition, % at 4.98 µM. actives 0.27% (n = 170,000). AID 485;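 active = inhibition above the plate cutoff, the mean inhibition of test wells on that plate plus 3 SD, cut at about 28% in these data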;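 note: cells challenged with S1P at its EC80 of 0.8 µM; blue over green emission ratio from cleaved BLA substrate after 4 h stimulation; 0% = S1P-stimulated wells and 100% = unstimulated DMSO-only wells; some compounds past the cut are filed as inactive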
An asterisk follows results filed as active; · = no result given; & = joins results of further samples. Cut-off read from the data, not from the text of the source, unless noted: active = inhibition above about 50%; inactive = the rest.

SMILES	PMI activator	RAM inhibit	G6PDH CS	L major viab	DTT redox prof	Diaphorase inh	PMI act hi M6P	TLR4 MyD88 comp	Hsp70 act	Diaph act CS	S1P3 antag
CCOC(=O)N1CCC(NC(=O)C(NS(=O)(=O)c2ccc3c(c2)CCN3C(C)=O)C(C)C)CC1 (stereo unspecified)	0.9	-0.7	3	-4	-1.2	20	0.9	5	-0.5	0.8	5
CCOc1ccc(NC(=O)c2cccs2)c([N+](=O)[O-])c1	1	-0.2	7	-4	1.4	-5	1	-4	0.2	1.1	·
Cc1ccc(C(=O)/C=C\NCc2ccccc2)cc1	1	3.4	6	-7	-0.2	-21	1.1	8	-0.2	1.2	-18
c1ccc2[nH]c(-c3ccnc4ccccc34)nc2c1	1&0.5	1.2&1.9	19&6	-6&22	-2.3&0.3	1&10	1&0.5	9&1	0.1&-0.3	1&0.9	7
Nc1cc(N2CCCC2)ccc1[N+](=O)[O-]	0.7	1.4	10	4	-1.0	45	0.5	-6	0.0	0.6	-8
O=C(Cn1cc(CCO)nn1)N1CCNCC1	1.1	1.6	2	-5	0.3	12	1.1	-2	-0.2	0.9	-1
N#Cc1ccc(-c2ccc(OCC(=O)NCCc3ccccc3)cc2)cc1	0.8	2.9	-3	-4	0.5	11	0.9	-16	-0.3	0.9	-31
Cc1ccc(Sc2c([N+](=O)[O-])ncn2C)cc1	0.9	2.0	2	11	-3.3	6	0.9	10	-0.2	0.9	·
CCn1ncc(CN2CCN(C(=O)Nc3ccccc3C(=O)OC)CC2)c1C	1	0.5	1	0	1.8	-12	1	-6	-0.5	1.1	6
CCOC(=O)c1sc2nc3c(SCCC(=O)O)cc(C(=O)c4cc(OC)ccc4O)cn3c(=O)c2c1C	1.4	4.6	6	-12	-2.3	28	0.8	-13	0.0	0.7	-11
CC(=O)Nc1nc(Cn2nnc(-c3ccc4c(c3)OCO4)n2)nc(N(C)C)n1	1.1	1.0	8	1	-0.7	-8	1.1	0	-0.2	1.1	-6
COc1cc2c(cc1OC)C(C)N(C(=S)NC(=O)c1ccccc1)CC2 (stereo unspecified)	0.9	-0.7	11	-5	-0.5	22	0.9	-2	0.0	0.8	-4
CCOC(=O)N1CCN(C(=O)CSc2ccc3nnc(-c4cccnc4)n3n2)CC1	1.1	0.9	0	4	-3.4	0	1.1	-7	-0.3	1	-20
Cc1nc(SCC(=O)Nc2cc(Cl)ccc2[N+](=O)[O-])nc(C)c1C	0.8	4.6	11	-3	0.7	16	0.9	-6	-0.3	0.8	-5
CSc1nnc(-c2cc(Br)ccc2N=Cc2c(C)[nH]n(-c3ccccc3)c2=O)c(=O)[nH]1	1.4	1.4	16	-7	-0.9	24	1.7	-8	-0.3	0.8	0
COc1ccc(/C=N/NC(=O)Cn2cc(C(F)(F)F)ccc2=O)cc1	1	0.2	-1	5	0.3	-4	1.1	10	-0.1	1	2
Nc1nc(NC(=O)Cc2ccccc2)nn1-c1ccccc1	1	0.7	5	18	-0.5	6	1	5	-0.1	0.9	·
CCOCCCN(CCC#N)S(=O)(=O)c1ccc(S(=O)(=O)N2CCCC2)cc1	0.9	-0.3	-5	-3	-0.5	7	1	-10	0.2	0.9	-17
O=C(CCS(=O)(=O)c1ccc(Br)cc1)NC1CCCC1	1.1	1.5	6	-10	-0.1	4	1.1	4	-0.2	1	·
COc1ccccc1NC(=O)NCCCl	1.2	1.0	5	1	-0.1	5	1.3	-1	-0.3	0.9	·
Cc1ccnc(SCC(=O)O)n1	1.1	0.0	3	-1	-0.1	6	1.1	-5	-0.4	0.9	·
CN(Cc1ccccc1)c1nc2c(c(=O)[nH]c(=O)n2C)n1CCOc1ccccc1	0.9	0.6	11	55*	0.0	22	0.9	-4	-0.2	0.8	-28
CCN(CC)CCNS(=O)(=O)c1ccc2[nH]cc(C(=O)O)c(=O)c2c1	0.8	0.1	-10	-10	-4.0	11	0.8	3	0.0	0.9	·
Cc1ccc(C(=O)Nc2ccc(Cl)cn2)cc1	0.9	-0.1	4	-2	0.3	19	0.9	-5	-0.2	0.8	-3
Cc1cc(C)c(C(=O)CN2C(=O)NC3(CCCCCC3)C2=O)cc1C	1	3.4	0	11	-1.6	2	1	3	0.2	1	-27

Structural class, the entries above containing an NH in an aromatic ring.
SMILES	PMI activator	RAM inhibit	G6PDH CS	L major viab	DTT redox prof	Diaphorase inh	PMI act hi M6P	TLR4 MyD88 comp	Hsp70 act	Diaph act CS	S1P3 antag
c1ccc2[nH]c(-c3ccnc4ccccc34)nc2c1	1&0.5	1.2&1.9	19&6	-6&22	-2.3&0.3	1&10	1&0.5	9&1	0.1&-0.3	1&0.9	7
CSc1nnc(-c2cc(Br)ccc2N=Cc2c(C)[nH]n(-c3ccccc3)c2=O)c(=O)[nH]1	1.4	1.4	16	-7	-0.9	24	1.7	-8	-0.3	0.8	0
CN(Cc1ccccc1)c1nc2c(c(=O)[nH]c(=O)n2C)n1CCOc1ccccc1	0.9	0.6	11	55*	0.0	22	0.9	-4	-0.2	0.8	-28
CCN(CC)CCNS(=O)(=O)c1ccc2[nH]cc(C(=O)O)c(=O)c2c1	0.8	0.1	-10	-10	-4.0	11	0.8	3	0.0	0.9	·

(listing goes on)
SMILES	PMI activator	RAM inhibit	G6PDH CS	L major viab	DTT redox prof	Diaphorase inh	PMI act hi M6P	TLR4 MyD88 comp	Hsp70 act	Diaph act CS	S1P3 antag
O=C(O)c1cccc(NC(=O)c2ccc3c(c2)C(=O)N(CC2CCCO2)C3=O)c1 (stereo unspecified)	1.1	6.1	-5	-4	-0.1	2	1.1	-2	-0.2	1	·
COc1ccc(/C=C2\CCc3ccccc3C2=O)cc1Cn1cccn1	0.8	1.9	3	86*	0.1	25	0.9	11	-0.1	0.7	·
O=C(COc1ccc(S(=O)(=O)NC2CCCCC2)cc1Cl)NCc1ccc2c(c1)OCO2	0.8	4.5	6	73*	0.4	29	0.8	8	-0.2	0.7	·
NS(=O)(=O)c1ccc(CCNc2nc(CN3CCCCC3)nc3sc4c(c23)CCC4)cc1	1.1	1.0	3	1	-8.8	0	1.1	6	0.1	1	·
Cn1c(N)c(C#N)c2c(c1=S)CSC(C)(C)C2	1.5	0.3	15	13	-3.3	22	1.4	2	-0.6	0.8	·
CCOC(=O)Cn1c(=O)oc2ccc(C)cc21	1	0.8	10	-9	-0.1	-3	1	-1	0.0	1	-13
O=C(Nc1ccc(Cl)cc1F)c1cc(S(=O)(=O)N2CCCCC2)ccc1F	1	5.8	1	-5	-0.5	-1	1	-15	-0.4	1	-11
O=C1c2cccc([N+](=O)[O-])c2C(=O)N1c1ccccc1	1.1	0.1	6	-12	-0.1	-7	1.2	-10	-0.1	1.1	-18
O=C(NCCO)c1nc(NCCO)c2ccccc2n1	1	1.1	-7	-5	2.6	-6	1	-1	0.0	1.1	-27
CC1Cc2ccccc2N1C(=O)C12CCC(C)(C(=O)C1)C2(C)C (stereo unspecified)	1	2.7	0	3	3.4	3	0.9	9	0.0	1	-14
CCCCSc1nnc(-c2c[nH]c3ccccc23)n1C	1.1	1.6	2	4	-0.8	10	1	7	-0.1	0.9	101*
CCCCN(CC)CCCNC(=O)CS(=O)(=O)Cc1nc(-c2cccc(OC)c2)oc1C	1	0.3	0	72*	1.1	1	1	3	-0.3	1	-1
COc1ccc(N(C(=O)Cc2cccs2)C(C(=O)NC2CCCCC2)c2cccn2C)cc1OC (stereo unspecified)	1	4.1	2	4	1.8	8	0.8	-3	-0.2	0.9	·
CCOC(CNc1c([N+](=O)[O-])c(=O)n(C)c(=O)n1C)OCC	1.1	-0.1	0	-8	0.0	4	1.1	11	-0.3	1	6
O=C(Nc1nc2ccccc2[nH]1)C1CCC1	0.9	4.1	10	6	0.4	0	0.9	4	0.1	1	-3
C=CCNc1nc(Nc2ccc([N+](=O)[O-])cc2)nc(OCC)n1	0.9	2.8	1	7	0.6	7	1	-7	-0.4	0.9	6
CCN(CC)Cc1nc2c(c(=O)[nH]1)C1(CCCC1)Cc1ccccc1-2	0.9	0.9	14	9	2.2	11	0.9	-6	-0.1	0.9	·
Cc1ccc(S(=O)(=O)NC(=O)c2cc(C)n(-c3ccc(N(C)C)cc3)c2C)cc1	0.9	2.4	3	-2	0.0	29	1	-8	-0.1	0.7	-9
O=C(O)C1=C[C@H](c2coc3ccccc3c2=O)C[C@H](OCCCCO)O1	1	0.6	10	-8	0.0	8	0.8	-3	0.1	0.9	-3
CCNC(=S)Nc1ccc(OCC)cc1	1	0.6	8	65*	-0.2	14	1	-8	-0.1	0.9	-2
COc1cccc(-n2nnc3c(=O)n(Cc4ccc(C)cc4)cnc32)c1	0.9	2.1	2	-2	-1.2	23	0.9	4	-0.1	0.8	10
CCCc1nc2c(nnn2Cc2ccccc2F)c(=O)[nH]1	0.8	0.8	17	-10	0.1	20	0.9	1	-0.3	0.8	·
CC1=Nc2cc([N+](=O)[O-])ccc2NC(C)(C)C1	1	0.8	14	4	0.3	32	0.6	-8	-0.2	0.7	-11
COc1c(S(=O)(=O)N2CCCCC2)ccc2c(S(=O)(=O)N3CCCCC3)cccc12	·	·	·	6	0.9	·	·	-3	-0.4	·	-22
CCOc1ccc(N2C(=O)C(c3ccccc3)=C(c3nc4ccccc4s3)C2NC(C)=O)cc1 (stereo unspecified)	0.9	4.5	7	51*	2.2	14	1	-12	0.0	0.9	·
CCOC(=O)c1c(-c2ncc(C(F)(F)F)cc2Cl)noc1C	1	1.2	0	-2	-0.1	8	1	8	-0.2	0.9	-16
CC(C)(C)NC(=O)CSc1nnc(C2CC2)n1Cc1ccccc1	1	2.0	14	-5	-0.1	6	0.9	-3	0.4	0.9	5
CCCC1COC(Cn2cncn2)(c2ccc(C)cc2)O1 (stereo unspecified)	0.9	-0.8	0	55*	-0.4	14	1	-5	-0.6	0.9	-15

Among those listed so far, these contain a CF3 group.
SMILES	PMI activator	RAM inhibit	G6PDH CS	L major viab	DTT redox prof	Diaphorase inh	PMI act hi M6P	TLR4 MyD88 comp	Hsp70 act	Diaph act CS	S1P3 antag
COc1ccc(/C=N/NC(=O)Cn2cc(C(F)(F)F)ccc2=O)cc1	1	0.2	-1	5	0.3	-4	1.1	10	-0.1	1	2
CCOC(=O)c1c(-c2ncc(C(F)(F)F)cc2Cl)noc1C	1	1.2	0	-2	-0.1	8	1	8	-0.2	0.9	-16
